Source: PubChem BioAssay (National Center for Advancing Translational Sciences (NCATS))
pAkt inh = inhibitors of Akt phosphorylation; Neuro2A IGF-stimulated pAkt S473 HTRF, 20 min; stronger effect = lower value; activity change, % for hits at 50 µM; 360,000 tested, 0.32% active; AID 651550; in the data active means activity change below about -80%; inconclusive means mostly about -51% to -80%; further: on the % scale 0 is the no-effect control and ±100 the full control effect
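Neuro2A cells (4,500/well, DMEM with 0.5% FBS) were treated with compound at a single 50 µM final concentration, stimulated with 6 nM IGF for 20 min at 37 °C, and lysed. Phospho-Akt Ser473 was read by HTRF as 665/615 ratio ×10^4.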
TGFb SMAD3 inh = blocks TGF-b signaling; HepG2 CAGA-GFP TGF-b/SMAD3 reporter, GFP fluorescence, 18 h; TGF-beta stimulated, 500 pg/mL final; Potency, µM (series often up to 46.1 µM), without a hit: at the highest dose activity, negative = inhibition, hits mostly inhibitors; 410,000 tested, 1.2% active; AID 588855; further: potency means the concentration at half of the fitted maximal effect; on the % scale 0 is the no-effect control and ±100 the full control effect; nearly all actives have a fitted effect of over 65% in size
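Per well, imaged GFP fluorescence of HEPG2 CAGA-GFP cells gives the signal; cells get compound, then TGF-beta (500 pg/mL final), 18 h at 37 degrees C; %Activity versus -TGF-beta and +DMSO controls.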
A549 tox = A549 cytotoxicity, counter-screen for Nrf2 inhibitors. A549 ARE-Fluc cells, CellTiter-Fluor viability, 18-24 h. Potency, µM (series often up to 46 µM), inactives show top-dose activity change, negative = cytotoxicity, most hits filed as inhibitors. 390,000 tested, 0.16% active; further: potency means the concentration at half of the fitted maximal effect; on the % scale 0 is the no-effect control and ±100 the full control effect
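A549 ARE-Fluc cells in 5% FBS OPTI-MEM, 5000 cells/well, rested 2 h then exposed to compounds in concentration-response for 18-24 h at 37 °C. Viability by CellTiter-Fluor fluorescence (Ex 405/Em 525) after 30 min; luciferase luminescence (BugLite, 15 min, RT) read afterwards.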
Nrf2 ARE act = activates Nrf2 signaling | AREc32 ARE-luciferase reporter (MCF7-derived line), luminescence, 24 h | AID 624171 | Potency, µM (top dose mostly 46.1 µM), for inactives: top-dose activation, usual class: activators | 410,000 tested, 0.31% active; further: potency means the concentration at half of the fitted maximal effect; % of control where 0% means no effect; nearly all actives have a fitted effect of over 65% in size
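ARE activation measured as luciferase luminescence (Steady-Glo, 30 min RT) in AREc32_Fluc cells after 24 hr compound exposure at 37 deg C, 5% CO2; cells seeded overnight at 1000/well in OPTI-MEM, 5% FBS.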
Nrf2 inh = Nrf2 pathway inhibition; AID 504444; 360,000 tested, 2.1% active; Potency, µM (titrated, usually from 46 µM), for the others: top-dose activity change, negative = inhibition, usual class: inhibitors; A549 ARE-Fluc reporter, luciferase luminescence, 18-24 h; further: potency means the concentration at half of the fitted maximal effect; on the % scale 0 is the no-effect control and ±100 the full control effect; nearly all actives have a fitted effect of over 60% in size
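Two sequential reads on A549 ARE_Fluc cells exposed to compound for 18-24 h: a CellTiter-Fluor fluorescence read for viability, then a luciferase luminescence read for Nrf2/ARE activity.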
CCT modulator = modulators of cytosolic chaperonin (CCT/TRiC) activity; purified chaperonin ATPase assay, HTRF ADP detection, 30 min; activity change, % (concentration not given with the values), hits read low; 360,000 tested, 0.3% active; in the data active means activity change below about -30%; further: on the % scale 0 is the no-effect control and ±100 the full control effect
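Nucleotide hydrolysis assay: TRiC at 20–40 nM final (set by batch activity) with 10 uM ATP, 30 min at 37 °C, in presence of 76 uM compound. Detection by competitive ADP HTRF, 30 min ambient.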
HepG2 viability = HepG2 cytotoxicity, counter-screen for TGF-b inhibitors. 410,000 tested, 0.76% active. HepG2 CAGA-GFP viability, ATP luminescence, 18 h. AID 588856. Potency, µM (titrated, usually from 46.1 µM), for the others: at the highest dose activity change, negative = cytotoxicity, actives largely listed as cytotoxic; further: potency means the concentration at half of the fitted maximal effect; some results filed as inactive show a strong effect at the top dose
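CellTiter-Glo luminescence gave cytotoxicity after 18 hours at 37 degrees C. The cells were HepG2 CAGA-GFP in 1% FBS DMEM, stimulated with 500 pg/mL TGF-beta after compound addition. %Activity was normalised to no-cell wells (complete cell-killing) and DMSO (no toxicity), and curves were fitted and classified.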
Abeta rescue = compounds reversing amyloid beta toxicity in yeast; Potency, µM (top dose mostly 46.1 µM), for inactives: at the top dose growth rescue, usual class: activators; yeast expressing A-beta42, growth rescue, OD600, 48 h; response scale: 0% DMSO, 100% iron-clioquinol control; 410,000 tested, 0.063% active; further: potency means the concentration at half of the fitted maximal effect; nearly all actives have a fitted effect of over 55% in size
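Yeast A-beta toxicity model in growth medium with pinned compounds, 48 h at 30 C; growth read as absorbance at 600 nm. Normalized to FeCl3/clioquinol equimolar mix (positive) and DMSO (negative).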
MmCpn inh = blocks the Methanococcus maripaludis chaperonin Mm-Cpn; purified Mm-Cpn ATPase, ADP Transcreener TR-FRET; AID 504842; Potency, µM (series often up to 76.9 µM), for inactives: top-dose activity, negative = inhibition, hits mostly inhibitors; 330,000 tested, 0.031% active; further: potency means the concentration at half of the fitted maximal effect; on the % scale 0 is the no-effect control and ±100 the full control effect; nearly all actives have a fitted effect of over 80% in size
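Eu-cryptate anti-ADP/ADP-d2 competition gives a ratio inversely related to ADP. Enzyme at 25 nM was pre-exposed to compound for 10 min, then given 10 uM ATP for 30 min, 37°C throughout.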
Active calls of the source: *; i = inactive; ? = inconclusive; . = no result given; [ ] = remark or other dose. Unless noted, the call rests on the fitted dose curve; in most records, active means well fitted curve in the direction sought with a large enough effect; inconclusive means small, poorly fitted or top-dose-only effect, or another doubt; inactive means no such curve, though single readings can be large; an effect the other way counts as inactive or inconclusive.

Below each compound – pAkt inh	TGFb SMAD3 inh	A549 tox	Nrf2 ARE act	Nrf2 inh	CCT modulator	HepG2 viability	Abeta rescue	MmCpn inh
CC(C)[C@@H]1O[C@H](CCc2ccccc2)CC2=C1C(=O)OC(C)(C)O2
  i	.	.	0.5%	.	-1.8	.	-5%	.
CC(=O)c1cc(-c2ccccc2)n(CCC(=O)Nc2nc3c(C)cccc3s2)c1C
  .	-5%	0%	3.9%	.	.	-5%	-11%	.
Cc1ccc(NC(=O)CS(=O)(=O)c2nc(-c3ccc(C)cc3)cn2-c2ccc(C)cc2)cc1
  .	-17%	0%	5.9%	?	.	-17%	27%	.
COc1ccc(N2CCN(CC(=O)Nc3ccccc3SC)CC2)cc1
  i	0%	7%	0.5%	-14%	-2.0	-2%	5%	1%
CCCOc1ccc(C2NC(=O)CCC2[N+](=O)[O-])cc1 (stereo not given)
  i	3%	0%	-0.4%	1%	-2.2	-24%	-1%	-2%
O=C(O)CCc1ccc(-c2ccc(Cl)cc2)n1NC(=O)c1ccc(O)cc1
  i	-8%	7%	-0.2%	3%	1.4	-13%	-5%	-1%
CC1CC(C)CN(c2cc(=O)n(Cc3ccc(F)cc3)c(=O)[nH]2)C1 (stereo not given)
  i	3%	-3%	0.4%	3%	-0.5	-14%	0%	1%
COc1cc(CO)ccc1OCC(=O)Nc1ccc(Br)cc1
  i	-1%	4%	6.3%	8%	-0.2	-8%	-4%	?
CCCOP(=O)(c1ccc(N(C)C)cc1)C(O)c1c(Cl)cccc1Cl (stereo not given)
  i	17%	-12%	3.9%	6%	-1.9	-4%	-20%	0%
O=C(N/N=C/c1ccc(OC(=O)c2ccccc2)cc1)c1cccc(O)c1
  i	4%	0%	4.0%	4%	-2.0	-32%	-15%	-1%

A few values from above:
Under Abeta rescue, CC(C)[C@@H]1O[C@H](CCc2ccccc2)CC2=C1C(=O)OC(C)(C)O2 has -5%
Under TGFb SMAD3 inh, Cc1ccc(NC(=O)CS(=O)(=O)c2nc(-c3ccc(C)cc3)cn2-c2ccc(C)cc2)cc1 has -17%

Other structures:
Below each compound – pAkt inh	TGFb SMAD3 inh	A549 tox	Nrf2 ARE act	Nrf2 inh	CCT modulator	HepG2 viability	Abeta rescue	MmCpn inh
Cc1ccc(NC(=O)COc2ccc3c(c2)CCC3)nc1
  i	2%	-6%	-0.4%	?	1.4	-7%	1%	1%
O=C1CCC(C(=O)OCC(=O)N2N=C3/C(=C\c4ccccc4)CCCC3C2c2ccccc2)N1 (stereo not given)
  i	0%	-5%	5.0%	?	0.5	-1%	18%	.
COc1ccccc1N1CCN(C(CNS(=O)(=O)c2ccccc2)c2ccccc2)CC1 (stereo not given)
  i	-10%	1%	-1.3%	-6%	1.3	-33%	6%	0%
CNC(=O)CN1C(=O)NC2(CCc3ccccc32)C1=O (stereo not given)
  i	-8%	-5%	-0.3%	18%	3.0	2%	9%	-1%
COc1ccc(C2Nc3ccccc3C(=O)N2c2ccc(C)cc2)cc1Cn1cc([N+](=O)[O-])cn1 (stereo not given)
  i	-4%	11%[1.84 µM]	0.7%	?	-3.5	-33%	-12%	-1%
Cc1cc(C)n(CCC(=O)N/N=C/c2c(O)ccc3ccccc23)n1
  i	?	12%	-0.6%	-3%	0.7	-34%	.	5%
CCOC(=O)c1c(NC(=S)Nc2ccccc2)sc2c1CCCCC2
  i	40%	-1%	2.9%	14%	-0.2	7%	19%	1%
O=C(C1CCC1)N1CCc2cc(S(=O)(=O)Nc3ccc4c(c3)OCCO4)ccc21
  i	-14%	-14%	-0.2%	?	0.1	-23%	5%	0%
Cc1ccc2[nH]c(O)c(N=NC(=O)c3ccc(NS(=O)(=O)c4cccs4)cc3)c2c1
  i	?	-11%	?	1%	-1.5	-7%	-5%	0%
COc1ccc(C(c2nnnn2C2CCCC2)N2CCN(C(=O)c3ccco3)CC2)cc1OC (stereo not given)
  i	13%	-4%	-0.6%	-7%	-1.2	7%	17%	0%

Next section:
Below each compound – pAkt inh	TGFb SMAD3 inh	A549 tox	Nrf2 ARE act	Nrf2 inh	CCT modulator	HepG2 viability	Abeta rescue	MmCpn inh
Cc1ccc2nc(SCC(=O)Nc3ccc(C(N)=O)cc3)[nH]c2c1
  i	-10%	-2%	3.3%	-3%	2.6	4%	-21%	-2%
COc1ccc(-c2noc(C3CCCN(C(=O)c4ccc(C)cc4)C3)n2)cc1 (stereo not given)
  i	?	-14%	-0.5%	?	0.8	12%	-5%	1%
O=C(CSCc1ccccc1)N1CCN(c2ccc(F)cc2)CC1
  i	-26%	8%	0.6%	0%	0.3	1%	-1%	0%
CN(Cc1ccccc1)C(=O)CN1C(=O)NC(C)(c2ccc(C(C)(C)C)cc2)C1=O (stereo not given)
  i	0%	0%	3.2%	-41%	-0.8	-11%	10%	-1%
COCCCNC(=O)C[C@H]1C[C@H](C(=O)N(C(C)C)C(C)C)[C@@]2(C)c3[nH]c4ccc(Cl)cc4c3CCN2C1=O
  i	?	-10%	0.0%	?	-1.1	-25%	-3%	0%
CN(C)CCCOC(=O)c1ccccc1Cl
  i	1%	-4%	-0.6%	.	-1.4	7%	-7%[9.22 µM]	2%
CC1CC=CCC1(CO)CO (stereo not given)
  i	-4%	-3%	1.7%	14%	2.3	3%	5%	.
O=C(CSc1nc2nc[nH]c2c(=O)[nH]1)NC1CCCCC1
  i	10%	1%	-0.3%	.	0.2	3%	22%	3%
Cc1cc(NC(=O)c2ccc(NC(=O)C(C)Oc3ccccc3)cc2)no1 (stereo not given)
  i	1%	-8%	0.2%	-6%	1.1	-27%	-19%	0%
CN(CC(=O)Nc1ccccc1Cl)C1CCS(=O)(=O)C1 (stereo not given)
  i	34%[activator]	-2%	0.6%	8%	1.3	11%	-8%	-1%

Other records.
Below each compound – pAkt inh	TGFb SMAD3 inh	A549 tox	Nrf2 ARE act	Nrf2 inh	CCT modulator	HepG2 viability	Abeta rescue	MmCpn inh
Cc1nc(C(=O)Nc2cccc(Cl)c2)nn1-c1cc(OC(C)C)c(Cl)cc1Cl
  i	?	-10%	2.8%	?	2.8	23%	14%	-2%
CN(C)[C@@H](CO)c1nnc([C@H](CC(=O)O)NC(=O)C2CCNCC2)o1
  i	13%	2%	-0.2%	-22%	-1.5	10%	-1%	.
Cc1cc2c(cc3c(SCC(=O)Nc4ccc(Cl)cc4F)nncn32)o1
  .	-14%	-1%	3.9%	-6%	.	-3%	6%	.
Cc1cccc(CC2CC(=O)N(CCc3ccc4c(c3)OCO4)C2=O)c1 (stereo not given)
  i	?	-5%	-0.8%	12%	-4.9	-4%	2%	3%
CCOC(=O)C1(Cc2cccc(F)c2)CCN(C(=O)C2CCOCC2)CC1
  i	0%	-2%	-0.4%	1%	-2.7	1%	-9%	?
O=C(Cn1cc2c(n1)CCCCC2)Nc1c(F)c(F)cc(F)c1F
  i	-3%	-9%	0.4%	-4%	0.6	0%	5%	0%
O=C(c1ccccn1)N1CCN(C(=O)c2ccccn2)CC1
  i	-16%	.	0.4%	4%	-4.0	-10%	-11%	0%
COc1ccccc1CNC(=O)Cn1ccsc1=N
  i	8%	-7%	-0.6%	1%	0.4	7%	-5%	2%
COc1cccc(/C=C2\Oc3ccc(O)cc3C2=O)c1O
  i	-15%	16%	-1.4%	-6%	-5.6	-13%	-27%	-7%
OCC[C@H]1C[C@H](O)[C@@H](O)[C@]2(CCCc3ccccc3O2)O1
  i	11%	0%	-0.4%	7%	-2.7	29%	18%	1%

Next results:
Below each compound – pAkt inh	TGFb SMAD3 inh	A549 tox	Nrf2 ARE act	Nrf2 inh	CCT modulator	HepG2 viability	Abeta rescue	MmCpn inh
Nc1c(N(CCO)C(=O)COc2ccc(Cl)cc2)c(=O)[nH]c(=O)n1Cc1ccccc1
  i	14%	0%	-0.2%	1%	-4.1	3%	2%	-1%
Cc1cc(C)c2c(NC(=O)c3ccccc3Cl)c(C(=O)Nc3ccc(C)c(C)c3)sc2n1
  .	16%	-9%	0.8%	18%	.	2%	-10%	.
CCOCCCNC(=O)c1ccc(OC)c(OC2CCN(C(C)C)CC2)c1
  i	7%	13%	0.8%	5%	1.1	0%	4%	-1%
Cc1cccc(N2C(=O)C(O)=C(C(=O)c3cccs3)C2c2ccc(Cl)cc2)n1 (stereo not given)
  i	-16%	-20%	2.5%	?	1.6	2%	-40%[inhibitor]	-8%
Cc1cc(Br)ccc1NC(=O)CN1C(=O)C2CC=CCC2C1=O (stereo not given)
  i	21%	6%	0.7%	5%	0.2	-1%	-50%[inhibitor]	2%
CC(=O)Nc1ccc(S(=O)(=O)NNC(=O)c2ccc3c(c2)OCO3)cc1
  i	4%	-13%	0.3%	-13%	-2.3	0%	-9%	1%
COc1ccc(OC)c(CN2CCN(C(=O)CN3C(=O)NC4(CCCC4)C3=O)CC2)c1
  i	17%	4%	0.1%	13%	0.8	-22%	14%	-2%
O=C(Nc1ccccc1)c1ccc(-c2ccc(Br)cc2)o1
  i	?	.	7.0%	?	2.2	-6%	-11%	-28%
C=CCN(C(=O)c1oc2c(Cl)cc(C)cc2c1C)C1CCS(=O)(=O)C1 (stereo not given)
  i	2%	-5%	3.0%	?	-1.5	0%	-21%	-1%
